cardiac RTF act – cardiac RTF calcium sensitization | IANBD-labeled TnC RTF fluorescence at EC20 calcium; 0% EC20 calcium, 100% full calcium | P19429+P45379 | 0.24% of 340,000 active | AID 493008 | activation, % at 7.2 µM;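 active = activation above the mean over all tested compounds plus 3 SD, cut at about 30% in these data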;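 note: rise in fluorescence read as greater calcium sensitivity of cardiac thin filaments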
PKA-R2B activ – activators of human PKA-R2B complex; P22694+P31323; PKA-R2B holoenzyme dissociation, Cy5-IP20 fluorescence polarization; R2B truncated from residue 108, S112A mutant; 0% DMSO only, 100% 113 µM cGMP; activation, % at 11.4 µM; 0.079% of 340,000 active;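 active = activation above a cutoff set at the mean over all compounds plus 3 SD, cut at about 18% in these data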;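 note: higher means more holoenzyme dissociation and a rise in polarization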
Target sequence (P31323 whole entry, looked up, other chains not shown, the tested form may be a part): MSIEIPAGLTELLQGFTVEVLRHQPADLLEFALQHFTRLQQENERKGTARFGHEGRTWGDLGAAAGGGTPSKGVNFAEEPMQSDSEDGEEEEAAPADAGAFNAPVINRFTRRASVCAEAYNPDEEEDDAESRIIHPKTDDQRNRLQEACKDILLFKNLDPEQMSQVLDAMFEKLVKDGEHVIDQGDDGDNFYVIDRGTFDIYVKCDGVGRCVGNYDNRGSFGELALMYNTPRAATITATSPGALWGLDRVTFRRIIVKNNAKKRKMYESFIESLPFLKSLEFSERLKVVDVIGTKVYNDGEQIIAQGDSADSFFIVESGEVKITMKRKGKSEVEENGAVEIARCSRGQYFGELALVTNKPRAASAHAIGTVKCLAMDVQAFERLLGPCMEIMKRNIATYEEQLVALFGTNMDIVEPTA
Rtt109 HAT inh – blocks Candida albicans Rtt109/Vps75 acetyltransferase activity; Q5AAJ8; purified Rtt109/Vps75, ThioGlo CoA-SH fluorescence, 4 h; inhibition, % at 34.9 µM; 0.16% of 330,000 active; AID 540336;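 active = inhibition of at least 50% in every replicate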
Cardiac RTF inh – cardiac RTF calcium desensitization; 0.12% of 340,000 active; inhibition, % at 7.15 µM; IANBD-labeled cardiac RTF, Ca2+ fluorescence; P19429+P45379;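 active = inhibition above the mean inhibition of all tested compounds plus 3 SD, cut at about 17% in these data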;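 note: assay run at fixed EC70 calcium of 1.6 mM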
SR-BI DiI-HDL act – enhances SR-BI lipid uptake from DiI-HDL. activation, % at 12.5 µM. CHO ldlA[mSR-BI] cells, DiI-HDL uptake fluorescence, 3 h; 100 = double the neutral-control signal. AID 504775. 0.096% of 320,000 active;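 active = mean replicate activation of at least 60% and every replicate at or above 60%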;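 note: 0% = median plate neutral-control signal and 100% = twice that signal; values of inactives mirror those of a sister screen read the other way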
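system = CHO ldlA[mSR-BI] cells, LDL receptor-null, SR-BI overexpressing | medium = Ham's F12 with 0.5% BSA, HEPES 25 mM, pH 7.4 | probe or stimulus = DiI-HDL 10 µg/mL | compound dosing = single-point compound dose | incubation = compound exposure 3 h, 37 °C | technique = DiI fluorescence, bottom read | read-out = cell-associated DiI fluorescence as measure of HDL uptake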
CAL PDZ FP-1 – inhibitors of human CAL PDZ peptide binding; Q9HD26; purified CAL PDZ, TMR-peptide fluorescence polarization, 1 h; inhibition, % at 24.9 µM; 0.92% of 300,000 active; AID 602252;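 active = mean inhibition of at least 30% with at least half of replicates also reaching 30%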;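 note: 0% = DMSO neutral control and 100% = excess unlabeled competitor peptide PRC23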
CAL PDZ FP-2 – human CAL PDZ-peptide interaction inhibition | Q9HD26 | purified CAL PDZ, TMR-peptide fluorescence polarization, 1 h | inhibition, % at 20 µM | 0.02% of 330,000 active | AID 504414;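 active = highest replicate inhibition of at least 40%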;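 note: plate controls were DMSO neutral control wells for no effect and unlabeled competitor peptide control wells for full effect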
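Control set: unlabelled peptide and DMSO controls / Material: purified CerCALP PDZ construct / Timing: 1 h incubation at room temperature before polarization reading / Doses: 20 µM, one dose / Detection: fluorescence polarization (mP)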
C-LANA FP – blocks KSHV LANA C-terminal domain binding to DNA. MBP-C-LANA/FAM-LBS DNA binding, fluorescence polarization. inhibition, % at 9 µM. 0.078% of 340,000 active. AID 504423;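 active = highest replicate inhibition at or above 60% at 9 µM, even if other replicates fall short; inactive = all replicates below 60% inhibition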;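 note: 0% = neutral control wells and 100% = 4 µM acridine orange control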
DAGLB inh – blocks human DAGLB lipase activity; inhibition, % at 5.17 µM; 0.059% of 340,000 active; Q8NCG7; AID 504411; HEK293T DAGLB membrane lysate, EnzChek fluorogenic substrate; in the data active = inhibition above about 34%;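 note: 0% = enzyme with vehicle and 100% = wells lacking enzyme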
Keap1-Nrf2 PPI – disrupts human Keap1 binding to Nrf2 peptide. Q14145. Keap1 Kelch-Nrf2 peptide fluorescence polarization, 1536-well. inhibition, % at 9.4 µM. 0.15% of 340,000 active. AID 504523; in the data active = inhibition above about 12%;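 note: human Keap1 Kelch domain with fluorescein labeled Nrf2 9mer peptide probe; 0% = neutral control wells and 100% = peptide positive control; higher means more block of Keap1 binding to Nrf2 peptide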
Target sequence (Q14145 whole entry, looked up, the tested form may be a part): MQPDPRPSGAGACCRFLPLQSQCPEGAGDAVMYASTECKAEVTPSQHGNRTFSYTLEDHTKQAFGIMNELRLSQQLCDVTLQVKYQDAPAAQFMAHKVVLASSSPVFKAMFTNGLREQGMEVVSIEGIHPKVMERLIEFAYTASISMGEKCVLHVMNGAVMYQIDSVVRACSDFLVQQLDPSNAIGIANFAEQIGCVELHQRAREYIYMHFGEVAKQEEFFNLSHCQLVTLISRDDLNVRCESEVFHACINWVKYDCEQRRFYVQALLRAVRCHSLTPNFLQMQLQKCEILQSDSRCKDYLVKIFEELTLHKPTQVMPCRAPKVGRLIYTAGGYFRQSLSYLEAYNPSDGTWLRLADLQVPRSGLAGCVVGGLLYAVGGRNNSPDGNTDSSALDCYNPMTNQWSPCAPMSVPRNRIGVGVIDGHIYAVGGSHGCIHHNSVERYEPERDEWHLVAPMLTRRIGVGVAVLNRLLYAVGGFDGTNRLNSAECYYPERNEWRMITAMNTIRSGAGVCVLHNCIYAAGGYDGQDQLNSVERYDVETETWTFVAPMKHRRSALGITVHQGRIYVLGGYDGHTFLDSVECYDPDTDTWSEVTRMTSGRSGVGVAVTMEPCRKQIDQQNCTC
* = called active by the depositor; / = not tested or not shown. No enrichment for hits (roughly 1.6% active in at least one column).

SMILES	cardiac RTF act	PKA-R2B activ	Rtt109 HAT inh	Cardiac RTF inh	SR-BI DiI-HDL act	CAL PDZ FP-1	CAL PDZ FP-2	C-LANA FP	DAGLB inh	Keap1-Nrf2 PPI
Cc1cccc(Cn2c(-c3ccc[nH]c3=O)nc3ccccc32)c1	-2	0	12	6	7	-5	-1.5	0.1	-1	0
Cn1c(N)c(C(=O)COC(=O)CNC(=O)c2ccc(Cl)cc2Cl)c(=O)n(C)c1=O	1	-5	2	-5	-4	-2	-0.1	4.0	-2	-1
Cc1cccc(Nc2nc(NCCO)nc(N3CCCC3)n2)c1	1	0	20	7	-27	-4	0.4	-0.9	-4	2
CC(C)CSc1nnc2[nH]c(=O)cc(N)n12	-5	-7	6	3	28	-7	/	-0.7	4	-3
O=C(NCc1ccc(Cl)cc1)C1CCN(C(=O)Cc2ccccc2)CC1	-4	-4	-1	-6	-7	-3	0.3	-0.9	1	-4
Cc1cccc(C)c1NC(=S)N1CCCN(C)CC1	-4	-8	-4	-8	8	0	-0.6	1.7	-2	-1
CCN(CC(=O)Nc1c(F)cccc1F)C(=O)c1cc(C)oc1C	1	0	-4	-7	22	-5	-0.8	0.4	0	-1
NS(=O)(=O)c1ccc(NC(=S)NCc2cccs2)cc1	0	5	1	0	-10	2	-0.4	2.4	2	6
c1ccc(CCc2nc(-c3ccccn3)no2)cc1	0	1	0	-5	16	-4	-1.2	-0.3	-5	-3
Cc1cccc(NC(=O)c2ccc3nccnc3c2)c1C	-1	-13	3	2	3	-3	-2.4	-0.8	-1	1
COC(=O)CCC(=O)Nc1ccccc1C(N)=O	-5	2	/	-4	17	-1	-1.3	0.1	0	4
N#CC1=C2SCN(Cc3ccco3)CN2C(=O)CC1c1ccc(Cl)cc1 (stereo not drawn)	1	2	-7	-10	12	-3	-1.1	0.1	10	5
C=CCNC(=O)COC(=O)c1cccnc1Nc1ccccc1F	-1	-12	2	5	-38	/	-0.5	-0.7	0	-3
CC(C)c1nc2oc3c(NCc4cccnc4)ncnc3c2c2c1CCC2	1	-2	-2	4	5	-3	-3.1	-0.7	-2	-1
Cc1ccc(-c2csc(Cc3nc(-c4ccc5c(c4)CCC(=O)N5)cs3)n2)cc1	6	8	3	-9	-59	-2	-2.2	0.1	4	-5
COCC(C)n1c(C)cc(C(=O)COC(=O)c2cccn2C)c1C (stereo not drawn)	0	-6	-7	0	-8	-6	0.0	-2.0	-2	4
COC(=O)c1ccc(CN(c2ccccn2)S(=O)(=O)c2ccccc2)cc1	3	-12	11	-4	16	-2	-0.1	1.6	-1	0
O=C(Cn1cnc2ccccc21)Nc1cccc([N+](=O)[O-])c1	-1	6	5	3	10	-2	-7.7	0.7	1	-3
CCc1ccc(CNc2ccc3c(c2)ncn3CC)cc1	-4	-2	0	1	-4	-1	-0.1	0.5	1	3
COc1cccc(NC(=O)CN(C)C(=O)CCC(=O)c2cc(C)sc2C)c1	-4	0	6	4	-18	4	-1.4	-0.4	-3	4
COCCN(C(=O)c1ccc(N2C(=O)c3ccccc3C2=O)cc1)c1c(N)n(CC(C)C)c(=O)[nH]c1=O	-1	-6	12	-14	9	-2	0.9	-0.7	1	4
Cc1ccc(-c2nn3c(C)nnc3s2)cc1NCc1c(F)cccc1Cl	8	-11	/	-2	-8	-2	-3.0	-1.3	-1	-4
O=C(CN1C(=O)c2ccccc2C1=O)NCC(=O)OCC(=O)c1ccc(Br)cc1	-3	0	2	-3	19	-2	0.3	5.8	1	-5
COc1ccc2nc(C)cc(NCc3cccc(C(F)(F)F)c3)c2c1	-9	9	7	1	-21	-1	-2.1	-2.6	1	2
CC(NC(=O)c1cccc(S(=O)(=O)N(C)C)c1)c1nc2ccccc2[nH]1 (stereo not drawn)	-4	4	15	-1	0	-3	-0.7	1.9	-3	-5
Nn1c(SCC(=O)Nc2ccccc2Br)nnc1-c1ccco1	5	2	-1	-3	-1	3	-1.3	0.8	0	-4
Cc1ccc(CNC(=O)CNS(=O)(=O)c2cccc3nsnc23)cc1	-2	-14	-7	2	/	2	-2.2	1.6	3	-1
Cc1cccc(-c2c3c(nc4c2c(=O)n(C)c(=O)n4C)-c2ccccc2C3O)c1 (stereo not drawn)	2	-2	-1	-15	/	-2	-1.9	0.1	-4	0
O=C(NCC1CCCO1)/C(=C\c1ccc(Cl)cc1)NC(=O)c1ccccc1 (stereo not drawn)	0	6	-5	-20	14	0	-0.1	-1.4	-2	-2
O=C(Cc1c(O)c2ccccc2[nH]c1=O)NCc1ccc(F)cc1	6	4	-7	-3	21	0	0.6	0.3	2	-4
O=C(c1ccc(-c2ccc(Cl)cc2)o1)N1CCN(S(=O)(=O)c2cccs2)CC1	-3	-9	-10	5	-10	/	0.0	1.8	-1	-3
O=C(Nc1nnc(CCc2ccccc2)s1)c1cccs1	-2	-2	-1	0	-18	-2	/	-0.4	1	-1
CCc1ccccc1-n1c(-c2ccncc2)n[nH]c1=S	3	9	-1	-8	15	-2	-0.9	-1.1	-1	-4
O=C(O)CCNS(=O)(=O)c1ccccc1C(F)(F)F	-1	-7	-1	-4	22	-8	-1.9	0.9	-1	2
COc1ccc([N+](=O)[O-])cc1NC(=S)NC(NC(C)=O)C(Cl)(Cl)Cl (stereo not drawn)	5	-7	-13	-5	-30	7	-1.8	0.0	2	1
CCOc1ccc(CCNC(=O)c2cccnc2N2CCCC2)cc1OCC	-1	5	-5	-8	-29	-1	1.3	-0.5	2	1
O=C(COC(=O)C1CCN(S(=O)(=O)c2cccc3cccnc23)CC1)c1ccccc1	10	1	5	-4	15	-1	-0.6	-0.2	-1	-2
Cn1nc(-c2ccccc2)cc1NC(=O)CCCC(=O)O	8	-2	-7	-3	15	1	0.8	-0.6	1	-1
Oc1ccc(-c2nnc(Nc3ccccc3)c3ccccc23)cc1	9	-3	-9	2	4	7	-0.5	1.6	-1	0
Cc1sc2c(c1C)c(=O)n(-c1ccc(F)cc1)c(=O)n2CC(=O)NCc1ccco1	-2	0	-12	1	22	-1	-0.1	-1.3	-3	-2

4 compounds already listed, ordered by molar mass, falling:
SMILES	cardiac RTF act	PKA-R2B activ	Rtt109 HAT inh	Cardiac RTF inh	SR-BI DiI-HDL act	CAL PDZ FP-1	CAL PDZ FP-2	C-LANA FP	DAGLB inh	Keap1-Nrf2 PPI
Nn1c(SCC(=O)Nc2ccccc2Br)nnc1-c1ccco1	5	2	-1	-3	-1	3	-1.3	0.8	0	-4
Cc1ccc(-c2nn3c(C)nnc3s2)cc1NCc1c(F)cccc1Cl	8	-11	/	-2	-8	-2	-3.0	-1.3	-1	-4
Cc1ccc(CNC(=O)CNS(=O)(=O)c2cccc3nsnc23)cc1	-2	-14	-7	2	/	2	-2.2	1.6	3	-1
O=C(Cc1c(O)c2ccccc2[nH]c1=O)NCc1ccc(F)cc1	6	4	-7	-3	21	0	0.6	0.3	2	-4

Other records:
SMILES	cardiac RTF act	PKA-R2B activ	Rtt109 HAT inh	Cardiac RTF inh	SR-BI DiI-HDL act	CAL PDZ FP-1	CAL PDZ FP-2	C-LANA FP	DAGLB inh	Keap1-Nrf2 PPI
CSc1nc(-c2ccccc2)cn1-c1ccc(NC(C)=O)cc1	-6	-9	21	3	-39	-2	-1.7	0.9	-1	-3
O=C(CCSCc1ccccc1F)NCCc1ccccc1	-4	0	3	8	14	0	-0.5	-1.6	-3	2
Cc1ccc[n+](Cc2ccc([N+](=O)[O-])cc2)c1	5	-11	-6	-16	0	/	-0.3	-1.9	1	-7
CCOc1ccc(OCC)c(NC(=O)CC2Oc3ccc(C)cc3NC2=O)c1 (stereo not drawn)	-4	-4	1	5	-45	/	-1.5	-0.8	0	-4
Cc1nn(C)c(C)c1S(=O)(=O)Nc1ccc2c(c1)OCO2	-1	-12	7	-6	-9	3	-0.1	-0.9	3	1
O=C(O)c1ccc(Nc2nc(-c3ccc([N+](=O)[O-])cc3)nc3ccccc23)cc1	-2	7	-4	3	-14	/	-0.1	0.9	2	-8
O=C(CCN1C(=O)c2cccc3cccc(c23)C1=O)NCc1cccnc1	-4	-3	-9	-3	13	-1	-1.8	-1.1	2	4
CCNS(=O)(=O)c1ccc(C(=O)OCc2cc(=O)oc3cc(OC)ccc23)cc1	-2	1	-2	-2	/	-4	-2.1	-1.4	0	1
CSCCC(NC(=O)c1ccccc1Br)C(=O)NNC(=O)c1ccco1 (stereo not drawn)	-3	7	21	-4	13	1	0.2	-1.5	-4	-3
CCc1ccc(OCC(=O)Nc2ccc3oc(=O)ccc3c2)cc1	-2	7	-7	-5	15	0	-2.3	-1.7	-6	1
Cc1nnc2ccc(-c3cccc(NC(=O)c4ccco4)c3)nn12	-2	-3	-2	-2	/	3	-3.3	-2.7	-1	-1
CCC/C=C1/CCCOC(C(=O)NCCNCCO)(C(F)(F)F)C1 (stereo not drawn)	3	-9	-5	-8	2	1	-0.4	1.9	-2	-6
COc1ccc(C2OC(=O)CC2C(=O)NCc2ccccc2Cl)cc1OC (stereo not drawn)	1	-5	-5	-25	8	-10	0.2	-0.2	1	1
C[C@H](CO)N1C[C@H](C)[C@@H](CN(C)Cc2ccncc2)Oc2c(NC(=O)CCC(F)(F)F)cccc2C1=O	0	-8	2	-17	-5	-2	0.2	2.4	-1	-4
CCOc1ccc(S(=O)(=O)N2CCCCC2)cc1NC(=O)Cc1cccc(C(F)(F)F)c1	-4	-12	-2	1	23	-2	0.2	-1.8	-5	4
CCCCC(=O)NC(NC(=O)CCCC)c1ccc(OCCC)c(OC)c1	7	-15	6	-18	7	0	-22	-1.1	2	-4
CCOC(=O)c1sc(-c2ccccc2)cc1N	-1	8	-4	2	3	-1	0.6	0.5	-2	2
Cc1ccccc1-c1cc(C(=O)NCc2cccc(C(F)(F)F)c2)nn1CC1CC(c2cccc([N+](=O)[O-])c2)=NO1 (stereo not drawn)	3	-3	-15	4	-30	-3	-0.4	-1.0	-7	-3
CC(C)n1ncc2c(C(=O)Nc3ccc(S(C)(=O)=O)cc3)cc(C3CC3)nc21	-7	0	1	-1	-29	-12	-3.7	1.3	-3	-4
O=C(NCc1cccnc1)NC1(c2ccccc2)CC1	-1	-2	-3	-3	/	/	-2.8	-1.5	-4	-1
COc1ccc(-c2noc(CN(C)S(=O)(=O)c3ccc(C)cc3)n2)cc1	-2	6	-2	0	3	4	-2.4	0.4	-6	-1
Cc1ccc2c(cnn2C(=O)CCC(=O)NC2CCCC2)c1	1	-8	-7	7	0	/	-0.7	-0.5	-1	-1
CCOC(=O)CNC(=O)c1ccc2[nH]c3c(c2c1)CCCC3	6	-2	-1	8	-24	-2	-1.6	0.6	0	-2
O=C(CC12CC3CC(CC(Br)(C3)C1)C2)NC1=NCCS1	-2	8	-1	-11	8	-6	-1.1	-8.5	-2	-1
COc1ccc(-c2nnc(SCCc3ccccc3)n2N)cc1	-2	4	17	3	-4	-2	-0.2	-1.0	-2	-6

Source: PubChem BioAssay (several laboratories)
